SNCA viab count: counter-screen for SNCA expression inhibitors: cell viability. HEK-293-SNCA-luc viability, GF-AFC fluorescence, 24 h. Potency, µM (titrated, usually from 57.1 µM), for inactives: top-dose activity change, negative = cytotoxicity, most hits filed as cytotoxic. 150,000 compounds, 0.12% hits. AID 1671193;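 further: potency means the concentration at half of the fitted maximal effect; 0% = DMSO-treated cells and -100% = medium-only wells without cells; nearly all actives have a fitted effect of over 30% in size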
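Cytotoxicity counterscreen: after 24 h compound treatment of genome-edited SNCA-luciferase HEK-293 cells, live-cell protease substrate GF-AFC read by fluorescence after 30 min; activity scaled between DMSO (0%) and medium-only (-100%), curves Hill-fitted.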
IP6K1 inh: blocks human inositol hexakisphosphate kinase 1; IP6K1 kinase, ADP-Glo luminescence, 2 h; hits give low values; activity change, % (series mostly up to about 58 µM); 140,000 compounds, 0.81% hits; AID 1645851; in the data active means activity change below about -25%
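ADP-Glo luminescence measures ADP made by human IP6K1 during a 2 h RT reaction with ATP/IP6 (mix at 1.3 mM/130 uM); top library doses 57.5 and 19.1 uM final.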
GPT2 inh: inhibitors of human GPT2 alanine aminotransferase; Q8TD30; Recombinant GPT2, coupled pyruvate oxidase/HRP Amplex Red fluorescence; Potency, µM (series often up to 57.7 µM), inactives show top-dose activity change, negative = inhibition, usual class: inhibitors; 100,000 compounds, 0.25% hits; further: potency means the concentration at half of the fitted maximal effect; nearly all actives have a fitted effect of over 60% in size; many of its hits are not listed in these tables
Target sequence (Q8TD30 whole entry, looked up): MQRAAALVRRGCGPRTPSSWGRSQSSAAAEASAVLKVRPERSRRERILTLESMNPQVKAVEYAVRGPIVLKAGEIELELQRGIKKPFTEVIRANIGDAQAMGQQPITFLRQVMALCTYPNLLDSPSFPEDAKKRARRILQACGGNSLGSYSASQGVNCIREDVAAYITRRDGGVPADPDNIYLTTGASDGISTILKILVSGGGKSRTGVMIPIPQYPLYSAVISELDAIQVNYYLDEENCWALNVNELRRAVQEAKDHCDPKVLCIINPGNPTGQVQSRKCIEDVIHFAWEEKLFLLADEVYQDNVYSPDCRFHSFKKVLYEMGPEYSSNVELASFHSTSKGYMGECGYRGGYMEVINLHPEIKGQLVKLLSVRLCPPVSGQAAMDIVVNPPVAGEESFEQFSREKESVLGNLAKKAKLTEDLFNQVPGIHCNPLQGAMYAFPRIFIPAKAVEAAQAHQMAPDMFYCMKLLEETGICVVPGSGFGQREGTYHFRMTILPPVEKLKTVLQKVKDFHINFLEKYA
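GPT2 10ng/uL, a-KG 250uM, L-Ala 2mM, HEPES pH7.5 + 0.0001% Tween; 30 min RT. Then Amplex mix (PO/HRP/ThPP), 30 min RT dark, fluorescence. AOA 50uM used as positive control.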
HEK cytotox: kills HEK 293 cells; 94,000 compounds, 6.6% hits; HEK 293 viability, ATP luminescence (CellTiter-Glo), 48-72 h; Potency, µM (doses to about 115 µM), without a hit: at the top dose activity change, negative = cytotoxicity, usual class: inhibitors; further: potency means the concentration at half of the fitted maximal effect; nearly all actives have a fitted effect of over 60% in size
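Viability of HEK 293 cells, plated at 250 cells/well, was judged by cellular ATP after compound treatment for 48 or 72 hr. Luminescence was imaged 10 min after CellTiter-Glo addition at room temperature.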
FLuc inh: Photinus pyralis luciferase inhibition | P08659 | purified P. pyralis luciferase, luminescence, biochemical | Potency, µM (series often up to 115 µM), inactives show at the highest dose activity change, negative = inhibition, usual class: inhibitors | 76,000 compounds, 2.5% hits | AID 1347043; further: potency means the concentration at half of the fitted maximal effect; nearly all actives have a fitted effect of over 65% in size
Target sequence (P08659 whole entry, looked up): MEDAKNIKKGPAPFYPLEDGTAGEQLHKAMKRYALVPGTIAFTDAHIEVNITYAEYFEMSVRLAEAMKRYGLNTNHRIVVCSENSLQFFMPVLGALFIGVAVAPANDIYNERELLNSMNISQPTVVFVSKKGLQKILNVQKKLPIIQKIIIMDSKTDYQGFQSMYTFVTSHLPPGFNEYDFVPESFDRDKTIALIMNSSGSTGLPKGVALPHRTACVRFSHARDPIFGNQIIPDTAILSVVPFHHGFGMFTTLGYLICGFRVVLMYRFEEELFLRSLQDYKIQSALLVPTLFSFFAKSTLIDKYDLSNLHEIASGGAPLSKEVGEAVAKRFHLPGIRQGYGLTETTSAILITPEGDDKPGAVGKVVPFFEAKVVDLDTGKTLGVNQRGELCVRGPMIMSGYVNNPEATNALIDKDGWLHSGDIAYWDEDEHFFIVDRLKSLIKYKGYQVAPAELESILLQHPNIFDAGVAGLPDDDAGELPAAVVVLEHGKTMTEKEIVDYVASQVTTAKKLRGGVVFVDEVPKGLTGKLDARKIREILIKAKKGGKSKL
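Biochemical qHTS: compound (6-point titration) added to 10uM D-luciferin plus 10uM ATP in Tris acetate pH 7.5 buffer with Mg, Tween-20 and BSA, then purified enzyme at 10nM; light output imaged.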
3T3 cytotox: kills NIH 3T3 cells; 94,000 compounds, 4.3% hits; AID 1345082; NIH 3T3 viability, CellTiter-Glo ATP luminescence, 48-72 h; Potency, µM (doses to about 96.7 µM), without a hit: at the top dose activity change, negative = cytotoxicity, most hits filed as inhibitors; further: potency means the concentration at half of the fitted maximal effect; nearly all actives have a fitted effect of over 55% in size
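NIH 3T3 cells at 400 cells/well received 23 nL of compound by pintool and were incubated 48 or 72 h at 37 °C. Viability was read as ATP-coupled CellTiter-Glo luminescence.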
SNCA expr inh: reduces expression of the alpha-synuclein gene. 140,000 compounds, 0.17% hits. Potency, µM (highest dose often 57.2 µM), inactives show at the highest dose activity change, negative = inhibition, most hits filed as inhibitors. HEK-293 SNCA-luciferase knock-in, luminescence, 24 h;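 further: potency means the concentration at half of the fitted maximal effect; plate controls were DMSO cells for no effect and cell-free wells for full effect; nearly all actives have a fitted effect of over 45% in size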
The depositor's hits bear a star; i = inactive; u = inconclusive; x = not tested or not shown; [ ] = another dose, or the depositor's remark. Unless noted, the call rests on the fitted dose curve; in most records, active means well fitted curve in the direction sought with a large enough effect; inconclusive means small, poorly fitted or top-dose-only effect, or another doubt; inactive means no such curve, though single readings can be large; an effect the other way counts as inactive or inconclusive. Unless noted, on the % scale 0 is the no-effect control and ±100 the full control effect. Only part of the results is shown; rates above refer to the full screens.

Abbreviations: A = SNCA viab count; B = IP6K1 inh; C = GPT2 inh; D = HEK cytotox; E = FLuc inh; F = 3T3 cytotox; G = SNCA expr inh
compound: CCC(=O)N1CCC2(CC1)C(OC)CN2c1ccc(C)cc1 (stereo not given)
  A = -9% | B = 1 | C = i | D = -12% | E = -4% | F = -24% | G = -4%
compound: CCOc1ccc(CC(=O)N2CCN(c3cc(-c4cccs4)[nH]n3)CC2)cc1OCC
  A = 4% | B = -6 | C = i | D = 45µM* | E = -6% | F = 28µM* | G = -27%
compound: COc1cccc(CN2CCCn3nc(C)c(-c4cnccc4C)c32)c1
  A = u | B = 15 | C = -12%[88.5 µM] | D = u | E = -6%[172 µM] | F = u | G = u
compound: COCCN1Cc2nc(-c3cccc(NC(C)=O)c3)ccc2OCC1=O
  A = 3%[87.6 µM] | B = -12 | C = -4%[88.5 µM] | D = -10%[172 µM] | E = 0%[172 µM] | F = u | G = -18%[87.6 µM]
compound: COCc1cccc(-c2n[nH]c3c2CC(=O)N(CCOc2ccccc2)C3)c1
  A = -10%[87.6 µM] | B = 8 | C = 3%[88.5 µM] | D = u | E = -29%[172 µM] | F = u | G = 202%[activator][87.6 µM]
compound: Cc1ccccc1CNC(=O)c1ccc2c(c1)N(Cc1ccccc1)CCS2
  A = -12% | B = 39 | C = x | D = x | E = x | F = x | G = 4%
compound: O=C(Cc1ccc(Cl)cc1)N1CCN(c2cc(-c3cccs3)[nH]n2)CC1
  A = -9% | B = 26 | C = -5% | D = u | E = -2% | F = u | G = -26%
compound: COc1ccc(-c2nc3ccccc3o2)cc1NC(=O)COc1cc(C)cc(C)c1
  A = -1% | B = -5 | C = x | D = x | E = x | F = x | G = 62%[activator]
compound: O=C(CN1C(=O)NC2(CCCCC2)C1=O)Nc1ccccc1Cl
  A = -9% | B = 14 | C = i | D = 6% | E = -7% | F = 2% | G = 21%
compound: CCOc1ccccc1N1CC(c2nc3ccccc3n2CCCCOc2cc(C)ccc2C)CC1=O (stereo not given)
  A = -10% | B = -19 | C = x | D = x | E = x | F = x | G = -25%
compound: COc1ccc(C(=O)N2c3ccccc3CC2c2nc(C(C)C)no2)c(OC)c1 (stereo not given)
  A = -7% | B = 22 | C = i | D = u | E = -23% | F = u | G = 58%[activator]
compound: O=C(NCCc1c[nH]c2ccc(F)cc12)C1CC(=O)N(c2n[nH]c3ccccc23)C1 (stereo not given)
  A = 1% | B = 6 | C = -19% | D = u | E = 5% | F = u | G = -6%
compound: CC(=O)OCC[N+](C)(C)C
  A = -15%[23.9 µM] | B = 0 | C = i | D = x | E = x | F = x | G = -25%[25.6 µM]
compound: CCOC(=O)c1ccc(OCC2c3cc(OC)c(OC)cc3CCN2C(=O)Cc2ccc(OC)c(OC)c2)cc1 (stereo not given)
  A = -18% | B = 15 | C = x | D = x | E = x | F = x | G = 19%
compound: CC1CN(C(=O)N2CCC(C(=O)NCc3cccs3)CC2)c2ccccc2O1 (stereo not given)
  A = -5% | B = 15 | C = x | D = x | E = x | F = x | G = u
compound: COCCOC1CCN(C(=O)c2cn[nH]c2-c2ccc(F)cc2)CC1
  A = -1%[12.5 µM] | B = -6 | C = 3% | D = 11% | E = u | F = -10% | G = 36%[activator]
compound: CC1=C(C(=O)Nc2ccccc2C)C(c2ccncc2)n2nc(SCc3ccccc3Cl)nc2N1 (stereo not given)
  A = 7% | B = 16 | C = x | D = x | E = x | F = x | G = -16%
compound: COc1ccc(OCC(=O)N2CCN(C(=O)c3ccc(OC)cc3)CC2)cc1
  A = -4% | B = 9 | C = x | D = x | E = x | F = x | G = -2%
compound: CC(=O)N1CC2(CCCN2C(=O)CCC(=O)O)Cc2ccccc21 (stereo not given)
  A = 7% | B = 1 | C = 2% | D = i | E = x | F = i | G = 3%
compound: COCCC1(NS(C)(=O)=O)CCN(C(=O)c2ccc(C#N)cc2)CC1
  A = -5% | B = -3 | C = i | D = 1% | E = -1% | F = -2% | G = -7%
compound: Cc1ccc(-c2cc(N3CCCN(C(=O)c4cccnc4)CC3)n[nH]2)cc1C
  A = 9% | B = 0 | C = -4% | D = -18% | E = -3% | F = 0% | G = u
compound: Cc1c(-c2cccc3c(CCCOc4cccc5ccccc45)c(C(=O)O)n(Cc4cccnc4)c23)c(COc2ccc(N3CCN([S+](=O)([O-])N(C)C)CC3)cc2)nn1C
  A = -9% | B = x | C = 4% | D = x | E = x | F = x | G = -8%
compound: O=C(NCCc1ccccc1)C1CCN(C(=O)[C@H]2CCC[C@@H](O)C2)CC1
  A = -6% | B = 13 | C = u | D = i | E = -13% | F = -1% | G = u
compound: CCCCN(CC)CCCNC(=O)CCN1N=C(c2ccc(OC)cc2)CCC1=O
  A = 7% | B = -9 | C = x | D = x | E = x | F = x | G = -17%
compound: CNc1cccc(CCOc2ccc3c(c2)CN(CC(F)(F)F)C(=O)[C@H](CC(=O)O)C3)n1
  A = u | B = 36 | C = -4% | D = x | E = x | F = x | G = x
compound: CC(=O)N1CCCN(CC[C@H]2CN(C(=O)C3CCCCC3)CC[C@H]2CC(=O)O)CC1
  A = -2%[87.6 µM] | B = -12 | C = 3%[88.5 µM] | D = 1%[172 µM] | E = -1%[172 µM] | F = i | G = -12%[87.6 µM]
compound: Cc1ccc(CNC(=O)C2CN(S(=O)(=O)c3cccnc3)CC23CCCCC3)o1 (stereo not given)
  A = 14% | B = 34 | C = 2% | D = 2% | E = 7% | F = -11% | G = -27%
compound: Cc1ccc(-n2c(=O)c3c(c4cc(C)ccc4n3C)n(CC(=O)NCc3ccccc3)c2=O)cc1
  A = 17% | B = 0 | C = x | D = x | E = x | F = x | G = 2%
compound: C[S+](=O)([O-])NC1CCN(c2nccc(Nc3ccccc3Cl)n2)CC1
  A = 1% | B = -15 | C = i | D = -14% | E = x | F = -27% | G = 46%[activator]
compound: Cc1noc([C@@H]2CN(C(=O)c3nn(C)c4ccccc34)C[C@H]2CO)n1
  A = -24% | B = 4 | C = 3% | D = i | E = 3% | F = 3% | G = u
compound: Cc1ccccc1Cn1cc(S(=O)(=O)c2ccc(Cl)cc2)c(=O)c2cc3c(cc21)OCO3
  A = 15% | B = 17 | C = x | D = x | E = x | F = x | G = -1%
compound: Cc1cccc(OCC(=O)NCc2ccc3c(c2)CCN3C(=O)c2ccc(Cl)cc2)c1
  A = 9% | B = -5 | C = x | D = x | E = x | F = x | G = u
compound: COC(=O)c1c(-c2cccs2)csc1NC(=O)COc1ccc(C)cc1
  A = 5% | B = -11 | C = x | D = x | E = x | F = x | G = 20%
compound: CN1CC2(CCN(Cc3cn[nH]c3-c3ccccc3)CC2)CC1C(=O)N1CCOCC1 (stereo not given)
  A = 1% | B = 4 | C = i | D = 1% | E = 3% | F = -10% | G = -8%
compound: CNC(=O)c1cc(C2CC2)nc2onc(C3CCN(C(=O)Nc4ccc(Cl)cc4)C3)c12 (stereo not given)
  A = x | B = -7 | C = x | D = u | E = x | F = u | G = x
compound: COc1ccc(-c2cn3cc(C(=O)NCC(N)=O)nc3c(=O)n2CC2CC2)c(F)c1
  A = -8% | B = 8 | C = -11%[11.5 µM] | D = i | E = 1% | F = -25% | G = u
compound: Cc1cccc(N2Cc3c(ncnc3N3CCC(c4ccccc4)CC3)N(C)CC2=O)c1
  A = -19% | B = -4 | C = i | D = u | E = x | F = u | G = -5%
compound: O=C1CC(c2ccccc2)Cc2[nH]c(=O)c(-c3nc(-c4ccc(Cl)cc4)cs3)cc21 (stereo not given)
  A = -8% | B = 9 | C = x | D = x | E = x | F = x | G = -12%
compound: CCN(C(=O)c1c(O)c2c(Cl)cccc2n(C)c1=O)c1ccccc1
  A = u | B = x | C = 4% | D = x | E = x | F = x | G = 5.4µM*
compound: O=C(c1ccccc1Cl)N1CCN(CCCn2nc3n(c2=O)CCCC3)CC1
  A = x | B = -3 | C = x | D = -12% | E = x | F = -23% | G = x
compound: COCC(=O)N1CCCC(c2nn(-c3ccccc3)c(=O)[nH]2)C1 (stereo not given)
  A = 1%[87.6 µM] | B = 15 | C = -11%[88.5 µM] | D = 4%[172 µM] | E = -8%[172 µM] | F = 2%[138 µM] | G = -12%[87.6 µM]
compound: O=C([C@@H]1C[C@H](Oc2cccnc2)CN1C(=O)c1ccc2ccccc2n1)N1CCCC1
  A = -13% | B = 13 | C = u | D = -14% | E = -13% | F = -18% | G = -18%
compound: COCC(=O)N(C1CCOCC1)C1CCN(C(=O)c2ccc(OC)cc2)CC1
  A = 10% | B = -1 | C = i | D = 8% | E = 11% | F = i | G = 9%
compound: COC(=O)C[C@@H]1C(C(=O)O)=CO[C@@H](O[C@@H]2O[C@H](CO)[C@@H](O)[C@H](O)[C@H]2O)/C1=C\COC(=O)/C=C\c1ccccc1
  A = -4%[23.9 µM] | B = 14 | C = 3%[27.3 µM] | D = x | E = x | F = x | G = x
compound: O=C(NC1CCN(Cc2ccccc2)CC1)C1CCCN(c2cnn(Cc3ccccc3)c(=O)c2)C1 (stereo not given)
  A = -4% | B = 17 | C = i | D = u | E = 3% | F = -30% | G = -28%
compound: COc1nc2c(cc1CNC(=O)C1CCOCC1)C(=O)N(C1CCCC1)C2
  A = 0% | B = 9 | C = i | D = i | E = -2% | F = -13% | G = -21%
compound: O=C(c1ccc2c(c1)OCO2)N1CCCN(c2cc(-c3ccccc3)[nH]n2)CC1
  A = -1% | B = -5 | C = i | D = u | E = 1% | F = -12% | G = 17%
compound: COc1ccc(C(=O)N2CCC(n3cc(-c4nc(C(C)C)no4)nn3)CC2)c(C)c1
  A = -3% | B = -1 | C = i | D = u | E = 10% | F = -30% | G = -10%
compound: Cc1ccccc1C(=O)N1CCc2nc(C3CC3)nc(-c3ccc(O)cc3)c2C1
  A = 2% | B = 5 | C = 4% | D = u | E = x | F = -23% | G = 12%
compound: CCOc1ccccc1C(=O)N1CCC(Cc2nc(-c3ccccc3)no2)CC1
  A = -14% | B = -2 | C = 5% | D = u | E = -7% | F = u | G = -36%
compound: Clc1ccc(-c2nnc3n2CCN(Cc2ccsc2)C3)cc1
  A = 2% | B = 2 | C = i | D = 2% | E = x | F = u | G = -23%

Single records, from the list above.
O=C([C@@H]1C[C@H](Oc2cccnc2)CN1C(=O)c1ccc2ccccc2n1)N1CCCC1 in the list: SNCA viab count = -13%; IP6K1 inh = 13; GPT2 inh = u; HEK cytotox = -14%; FLuc inh = -13%; 3T3 cytotox = -18%; SNCA expr inh = -18%
CCOc1ccccc1C(=O)N1CCC(Cc2nc(-c3ccccc3)no2)CC1 in the list: SNCA viab count = -14%; IP6K1 inh = -2; GPT2 inh = 5%; HEK cytotox = u; FLuc inh = -7%; 3T3 cytotox = u; SNCA expr inh = -36%
